# High-throughput results: PubChem, several laboratories
# STAT1 activator – STAT1 signaling activation | NIH 3T3 STAT1-luciferase reporter, IFN-gamma, luminescence; 100% = IFN-gamma alone, no compound | activation (% of control), % at 5.5 µM | 200,000 tested, 2.6% active | AID 932;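 active = activation above the screen-wide mean activation plus 3 SD, cut at about 130% in these data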;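 note: raw ratio to IFN-gamma control signal so 100% means no change and 0% no light; values of inactives mirror those of a sister screen read the other way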
# APP transl inh – APP translation inhibition. SH-SY5Y APP 5'UTR-luciferase reporter, luminescence. 190,000 tested, 0.82% active. inhibition, % at 2 µM;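 active = inhibition above a set limit, derived from the sample mean plus 3 SD, cut at about 45% in these data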; note: values of inactives mirror those of a sister screen read the other way
# NF-kB expr up – NF-kB expression increase, human neuronal cells; AID 1239; 190,000 tested, 1.6% active; fold change at 12.5 µM; NF-kB reporter expression; hits give high values; in the data active = fold change above about 3.3
# Hsp70 act – switches on Hsp70 transcription; AID 1203; HeLa Hsp70 promoter luciferase reporter, luminescence; scaled: vehicle 0, proteasome-inhibitor control 100%; 200,000 tested, 0.04% active; activation, % at 10 µM;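 active = activation above the mean across all tested compounds plus 3 SD, cutoff set per campaign, cut at about 5.5% in these data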;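 note: 100% = MG132 at 30 µM as the positive control and 0% = DMSO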
# STAT1 blocker – STAT1 signaling inhibition; NIH 3T3 STAT1-luciferase reporter, IFN-gamma, luminescence; inhibition, % at 5.5 µM; 200,000 tested, 0.35% active;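 active = inhibition above a set limit, the mean inhibition across all tested compounds plus 3 SD, cut at about 34% in these data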;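 note: 0% = IFN-gamma with DMSO and 100% = IFN-gamma with 300 µM nifuroxazide; values of inactives mirror those of a sister screen read the other way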
# RAM inhibit – blocks the yeast RAM network | inhibition, % at 50 µM | 190,000 tested, 1.8% active | AID 868 | S. cerevisiae dse1pr::URA3 reporter, 5-FOA growth OD615, 2 d; analog-sensitive cbk1-as2 kinase mutant strain;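 active = inhibition above a set limit, 3 SD over mean compound inhibition, cut at about 8.4% in these data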;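 note: 0% = DMSO-only wells with no growth and 100% = 10 µM 1-NA-PP1 full growth; inhibition rescues growth on 5-FOA so higher OD means more RAM inhibition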
# FLuc inh counter – inhibits firefly luciferase, flagging false hits in luciferase inhibition screens; 200,000 tested, 1.5% active; AID 1006; P08659; inhibition, % at 10 µM; ATPLite firefly luciferase biochemical luminescence, 10 min;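 active = inhibition above about 50% when tested at 10 µM, limit read from the data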
# Target sequence (P08659 whole entry, looked up): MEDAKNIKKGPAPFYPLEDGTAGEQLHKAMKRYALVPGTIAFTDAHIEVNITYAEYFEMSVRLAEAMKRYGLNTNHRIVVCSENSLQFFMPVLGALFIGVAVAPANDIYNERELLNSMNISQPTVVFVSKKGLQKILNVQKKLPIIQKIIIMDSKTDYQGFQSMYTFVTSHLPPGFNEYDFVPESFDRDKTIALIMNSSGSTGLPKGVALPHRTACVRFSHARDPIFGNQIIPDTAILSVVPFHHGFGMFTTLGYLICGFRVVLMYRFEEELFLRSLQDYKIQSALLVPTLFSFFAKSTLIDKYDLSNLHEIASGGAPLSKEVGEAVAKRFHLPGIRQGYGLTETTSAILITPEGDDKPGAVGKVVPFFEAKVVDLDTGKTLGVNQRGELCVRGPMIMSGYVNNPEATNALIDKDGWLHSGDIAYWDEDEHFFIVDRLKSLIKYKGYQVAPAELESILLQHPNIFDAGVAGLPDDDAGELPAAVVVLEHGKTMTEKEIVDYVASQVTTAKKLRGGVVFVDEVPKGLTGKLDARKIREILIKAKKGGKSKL
# APP 5'UTR act – APP 5'UTR luciferase reporter activation; AID 1276; activation, % at 2 µM; 190,000 tested, 1% active; SH-SY5Y APP 5'UTR luciferase reporter, luminescence; zero percent = DMSO vehicle wells;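 active = activation above a set limit, based on mean plus 3 SD of controls, cut at about 140% in these data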; note: values of inactives mirror those of a sister screen read the other way
# STAT3 activator – increases IL-6 driven STAT3 reporter signal; activation (% of control), % at 5.6 µM; U3A cells, IL-6 STAT3-luciferase reporter, luminescence; 100% = signal with IL-6 EC80 alone; AID 871; 190,000 tested, 0.91% active;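 active = activation above the screen-wide mean of compound activation plus 3 SD, cut at about 130% in these data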;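 note: 0% = background luminescence of wells with medium and substrate only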
#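 Material: STAT3-luciferase reporter U3A cells; Probe or stimulus: IL-6 (33 ng/mL); Incubation: compound pre-incubation 1 h before IL-6, then 6 h stimulation at 37 °C; Technique: luminescence from STAT3-driven luciferase reporter; Evaluation: % activation versus median of IL-6-stimulated wells; Controls: IL-6-only high control.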
# STAT3 inh – inhibitors of IL-6 induced STAT3 signaling; U3A cells, IL-6 STAT3-luciferase reporter, luminescence; host cell line lacks STAT1; inhibition, % at 5.5 µM; 190,000 tested, 0.89% active;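 active = inhibition above the mean inhibition across all screened compounds plus 3 SD, cut at about 44% in these data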;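 note: 0% = DMSO only wells and 100% = 100 µM nifuroxazide control wells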
# * hit, by the source's call; . = not tested or not shown.
# The line under a structure holds: STAT1 activator, APP transl inh, NF-kB expr up, Hsp70 act, STAT1 blocker, RAM inhibit, FLuc inh counter, APP 5'UTR act, STAT3 activator, STAT3 inh
[1] C=CCN1C(=O)CN=C1Nc1cc(C)cc(C)c1
 : 100, -15, 1.1, -0.3, 0, 1.0, -6, 15, 104, 0
[2] CSCCNC(=O)c1cccc(Cl)c1
 : 106, -6, 1.2, 0.1, -10, 0.5, -4, 6, 107, -3
[3] CN(C)CC(C)(C)CNS(=O)(=O)c1ccc(OC(F)(F)F)cc1
 : 101, -1, 1.2, -0.1, -2, -0.6, 1, 1, 103, -2
[4] CCOC(=O)Cn1nnnc1CN1CCN(c2ccc(OC)cc2)CC1
 : 101, 10, 1, -0.3, -4, 1.3, -6, -10, 99, 7
[5] Cc1ccc(C)c(NC(=O)Cn2nc(-c3ccccc3)nc2-c2ccccc2)c1
 : 94, -4, 0.99, -0.1, 6, 2.0, 7, 4, 106, -7
[6] CC1=C(n2nnc3ccccc32)C(c2ccccc2)C(C#N)=C(N)O1 (stereo not drawn)
 : 97, 1, 0.95, 0.0, 4, 1.4, -7, -1, 105, -1
[7] Cc1nnc(-c2ccccc2)nc1N1CCOCC1
 : 103, -1, 1.1, 3.6, -3, 0.4, -3, 1, 103, 8
[8] N#Cc1ncc(C(F)(F)F)cc1Sc1ccc(N)cc1
 : 103, 0, 0.99, -0.6, -3, 0.5, -4, 0, 116, -11
[9] O=C(c1cc2c(s1)CCC2)N1CCN(c2ccccc2)CC1
 : 92, 35, 1.5, -0.3, 9, 4.4, -5, -35, 100, 7
[10] CCc1cccc(CC)c1-n1c(SCc2cc(=O)n3ccsc3n2)nnc1-c1cccnc1
 : 97, -7, 0.86, -0.5, 3, 2.4, -8, 7, 105, -3
[11] OCCCCNCc1ccc(OCc2ccc(Cl)cc2)cc1
 : 100, 1, 1.1, 1.1, 0, -1.1, -12, -1, 111, -5
[12] CCN(CC(=O)NC(=O)NC1CCCCC1)Cc1nc2ccccc2c(=O)[nH]1
 : 99, -4, 0.83, 0.0, 1, 0.9, -8, 4, 110, -6
[13] CC(C)(Oc1ccc(Cl)cc1)C(=O)N(Cc1ccccc1)c1ccccn1
 : 100, -6, 1, 0.1, 0, -0.7, -6, 6, 101, -4
[14] CC(=O)Nc1cccc(NC(=O)CSc2ncc(-c3ccc(Cl)cc3)n2Cc2ccco2)c1
 : 78, -8, 0.48, -0.3, 24, 2.6, 0, 8, 89, 15
[15] CCCc1ccc(S(=O)(=O)NCCc2ccncc2)cc1
 : 88, -23, 0.89, -0.3, 13, -0.4, -6, 23, 86, 20

# Next records
# The line under a structure holds: STAT1 activator, APP transl inh, NF-kB expr up, Hsp70 act, STAT1 blocker, RAM inhibit, FLuc inh counter, APP 5'UTR act, STAT3 activator, STAT3 inh
[16] CCOc1ccccc1N1CSC2=C(C#N)C(c3c(OC)ccc4ccccc34)CC(=O)N2C1 (stereo not drawn)
 : 97, -2, 1.2, -0.2, 4, 0.7, 0, 2, 107, -4
[17] O=C(CSc1nnc(-c2ccco2)o1)NC(=O)C1COc2ccccc2O1 (stereo not drawn)
 : 105, 16, 1.1, 0.0, -8, 6.4, -4, -16, 101, 4
[18] CN1CCN(S(=O)(=O)c2ccc(N(C)Cc3cccs3)nc2)CC1
 : 100, -13, 1.4, 0.3, 0, 0.3, 3, 13, 102, 3
[19] COc1cc(C=NCC2OCCc3ccccc32)cc(OC)c1 (stereo not drawn)
 : 96, 2, 1.3, -0.5, 5, 1.1, -3, -3, 101, -4
[20] OC(CNCc1ccc(Cl)cc1)(c1ccccc1)c1ccc(F)cc1 (stereo not drawn)
 : 101, -2, 1.1, -0.3, -1, 0.1, -1, 2, 98, 5
[21] COc1ccc(CCNC(=O)CCN2C(=O)C3CC=CCC3C2=O)cc1OC (stereo not drawn)
 : 104, 6, 1.1, -0.3, -4, 0.3, -6, -6, 105, -2
[22] CCCc1cc(-c2[nH]ncc2-c2ccc3c(c2)OCCCO3)c(O)cc1OC
 : 100, 11, 0.61, -0.3, 1, 8.1, 4, -11, 98, 3
[23] O=C(N/N=C\c1ccc(CN(Cc2ccc(Cl)cc2)S(=O)(=O)c2ccccc2)o1)C(=O)Nc1ccc(F)cc1
 : 107, -16, 1.1, -0.4, -8, 2.2, -6, 16, 91, 17
[24] Cc1ccc(OCCn2c(C3CC(=O)N(Cc4ccccc4)C3)nc3ccccc32)cc1 (stereo not drawn)
 : 104, 2, 0.47, -0.2, -4, 0.9, -8, -1, 108, -5
[25] CCN(CC)CCn1c2ccccc2c2cnc(N)c(C#N)c21
 : 176*, 19, 0.89, 0.0, -83, 3.4, -6, -19, 169*, -74
[26] CC1CCCCC1NS(=O)(=O)c1ccc(S(=O)(=O)NCc2ccncc2)cc1 (stereo not drawn)
 : 77, -1, 0.79, -0.5, 26, 0.5, -4, 1, 44, 73*
[27] O=C(Nc1cccnc1)c1ccc2c(c1)C(=O)N(CC1CCCO1)C2=O (stereo not drawn)
 : 108, 0, 1.1, 0.0, -9, -0.1, 0, 0, 105, 2
[28] Cc1ccc(-n2nc3c(c2NC(=O)c2ccc(Br)o2)CSC3)c(C)c1
 : 101, 18, 0.96, -0.4, -1, 4.1, -10, -18, 99, 5
[29] COc1ccccc1-c1cc(N)n(S(=O)(=O)c2ccc(F)c(C)c2)n1
 : 98, -9, 0.86, 0.0, 3, 1.4, -8, 9, 92, 10
[30] O=C(NCc1ccco1)C1OCCc2ccccc21 (stereo not drawn)
 : 108, 13, 0.87, -0.3, -9, 0.0, -7, -13, 104, -2

# Down the list, quoted from above.
# Nos. 16 to 19 in STAT1 activator: 97, 105, 100, 96

# Next part.
(31) O=S(=O)(NC1CCCCCCC1)c1cccs1
(32) CCOc1ccccc1C(=O)NCc1ccc2c(c1)OCO2
(33) CC(=O)N1CCC(=NNS(=O)(=O)c2ccc(C)c([N+](=O)[O-])c2)CC1
(34) O=C(Nc1nnc(-c2ccccc2)s1)c1ccc(F)cc1
(35) CCc1c(C)nc2ncnn2c1Nc1ccc(C)c(C)c1
(36) CNS(=O)(=O)c1ccc(NC(=O)c2cncc(Br)c2)cc1
(37) Cc1nn(CC(=O)Nc2ccc(C(=O)N(C)C)cc2)c(=O)c2ccccc12
(38) Cc1cc(C)c(NC(=O)/C(=C/c2ccccc2)c2ccccc2)c(C)c1

Compound,31,32,33,34,35,36,37,38
STAT1 activator,93,101,100,122,97,100,97,99
APP transl inh,2,-12,10,-82,6,-9,13,4
NF-kB expr up,1,1.2,1.6,1.5,.,1.1,1.1,0.84
Hsp70 act,-0.5,-0.2,-0.3,-0.2,-0.1,0.0,-0.2,-0.6
STAT1 blocker,8,-1,0,-26,3,-3,3,1
RAM inhibit,0.8,-0.2,1.5,0.2,-0.4,1.8,3.1,13*
FLuc inh counter,-3,-3,-7,-2,-4,-9,-7,-6
APP 5'UTR act,-1,12,-10,82,-5,9,-13,-5
STAT3 activator,99,85,109,98,95,88,97,107
STAT3 inh,7,21,-2,6,8,18,5,-11

# Structures listed so far shown as hits in RAM inhibit.
No. | Molecule | STAT1 activator | APP transl inh | NF-kB expr up | Hsp70 act | STAT1 blocker | RAM inhibit | APP 5'UTR act | STAT3 activator
38 | Cc1cc(C)c(NC(=O)/C(=C/c2ccccc2)c2ccccc2)c(C)c1 | 99 | 4 | 0.84 | -0.6 | 1 | 13* | -5 | 107

# Going on with the list:
(39) O=C(OCc1ccc(C(=O)c2ccccc2)cc1)c1cccc(-c2nnc(-c3ccccc3)o2)c1
(40) COc1ccc(CN2CC(C(=O)NCCc3ccc(C)cc3)CC2=O)cc1 (stereo not drawn)
(41) COc1ccc(S(=O)(=O)N2CCCCC2)cc1NS(=O)(=O)c1ccccc1F
(42) CCc1ccc2ncc(S(=O)(=O)c3ccc(C)c(C)c3)c(N3CCCC3)c2c1
(43) CCOC(=O)N1CCc2c(sc3c2C(=O)NC(c2ccccc2)N3)C1 (stereo not drawn)
(44) O=C(CN(C1CCCCC1)S(=O)(=O)c1ccc(F)cc1)NCc1ccncc1
(45) CC(C)/C=N/NC(=O)c1cc(Br)ccc1O
(46) Cc1ccc(NC2=C(Cl)C(=O)N(C3CCCCC3)C2=O)cc1
(47) O=C(Nc1ccc(N2CCCC2)c(Cl)c1)c1ccc([N+](=O)[O-])o1
(48) O=C(COC(=O)c1ccc(O)cc1)Nc1ccc(N2CCCCC2)cc1

Compound,39,40,41,42,43,44,45,46,47,48
STAT1 activator,118,98,86,98,95,98,90,90,159*,94
APP transl inh,-18,15,5,10,6,1,12,-10,78*,0
NF-kB expr up,2,1.1,1.1,0.77,0.97,0.81,1,1.3,4.3*,1.2
Hsp70 act,-0.2,-0.3,-0.2,-0.4,0.1,-0.1,-0.1,-0.1,20*,-0.7
STAT1 blocker,-20,2,13,2,5,2,11,12,-67,-5
RAM inhibit,5.2,-0.7,-1.1,0.1,1.1,2.3,0.8,5.4,1.2,1.2
FLuc inh counter,1,-3,-5,0,-3,-1,9,-7,29,-1
APP 5'UTR act,18,-15,-5,-10,-7,-1,-12,10,-78,0
STAT3 activator,96,101,99,110,105,102,103,88,96,98
STAT3 inh,11,2,2,-9,-2,-1,-6,14,10,3

# Filtered by structure, the compounds so far with a Cl atom.
(2) CSCCNC(=O)c1cccc(Cl)c1
(11) OCCCCNCc1ccc(OCc2ccc(Cl)cc2)cc1
(13) CC(C)(Oc1ccc(Cl)cc1)C(=O)N(Cc1ccccc1)c1ccccn1
(14) CC(=O)Nc1cccc(NC(=O)CSc2ncc(-c3ccc(Cl)cc3)n2Cc2ccco2)c1
(20) OC(CNCc1ccc(Cl)cc1)(c1ccccc1)c1ccc(F)cc1 (stereo not drawn)
(23) O=C(N/N=C\c1ccc(CN(Cc2ccc(Cl)cc2)S(=O)(=O)c2ccccc2)o1)C(=O)Nc1ccc(F)cc1
(46) Cc1ccc(NC2=C(Cl)C(=O)N(C3CCCCC3)C2=O)cc1
(47) O=C(Nc1ccc(N2CCCC2)c(Cl)c1)c1ccc([N+](=O)[O-])o1

Compound,2,11,13,14,20,23,46,47
STAT1 activator,106,100,100,78,101,107,90,159*
APP transl inh,-6,1,-6,-8,-2,-16,-10,78*
NF-kB expr up,1.2,1.1,1,0.48,1.1,1.1,1.3,4.3*
Hsp70 act,0.1,1.1,0.1,-0.3,-0.3,-0.4,-0.1,20*
STAT1 blocker,-10,0,0,24,-1,-8,12,-67
RAM inhibit,0.5,-1.1,-0.7,2.6,0.1,2.2,5.4,1.2
FLuc inh counter,-4,-12,-6,0,-1,-6,-7,29
APP 5'UTR act,6,-1,6,8,2,16,10,-78
STAT3 activator,107,111,101,89,98,91,88,96
STAT3 inh,-3,-5,-4,15,5,17,14,10
